# SR-BI DiI inh – mouse SR-BI HDL lipid transfer inhibition. ldlA[mSR-BI] CHO cells, DiI-HDL uptake fluorescence, 3 h. inhibition, % at 12.5 µM. AID 488896. 320,000 tested, 0.96% active;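 active = mean replicate inhibition of at least 70% and a set share of replicates each scoring 70 or more; inconclusive = meets just one of the two criteria; inactive = fails both criteria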;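 note: 0% = median of neutral control wells and 100% = median of positive control wells; values of inactives mirror those of a sister screen read the other way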
# Target sequence (Q61009 whole entry, looked up): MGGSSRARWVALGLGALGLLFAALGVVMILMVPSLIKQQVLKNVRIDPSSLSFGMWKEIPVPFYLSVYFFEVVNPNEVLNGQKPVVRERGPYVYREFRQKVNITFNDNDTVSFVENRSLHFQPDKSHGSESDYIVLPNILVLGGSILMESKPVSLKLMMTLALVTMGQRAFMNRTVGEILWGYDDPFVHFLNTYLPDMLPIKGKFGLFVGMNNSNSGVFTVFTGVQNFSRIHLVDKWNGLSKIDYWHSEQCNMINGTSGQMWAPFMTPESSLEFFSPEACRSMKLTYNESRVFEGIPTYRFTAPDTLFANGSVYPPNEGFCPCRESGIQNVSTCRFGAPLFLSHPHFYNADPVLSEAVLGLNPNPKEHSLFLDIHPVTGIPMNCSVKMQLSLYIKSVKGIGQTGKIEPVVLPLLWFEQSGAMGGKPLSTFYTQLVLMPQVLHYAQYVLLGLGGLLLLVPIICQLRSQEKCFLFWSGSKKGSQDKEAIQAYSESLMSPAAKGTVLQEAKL
# NSD2 inh – inhibitors of human histone methyltransferase NSD2; O96028; NSD2 peptide methylation, AlphaScreen, 120 min; inhibition, % at 12.5 µM; 310,000 tested, 0.54% active; in the data active = inhibition above about 50%
# CAL PDZ FP-1 – inhibitors of human CAL PDZ peptide binding; Q9HD26; 300,000 tested, 0.92% active; AID 602252; purified CAL PDZ, TMR-peptide fluorescence polarization, 1 h; inhibition, % at 24.9 µM;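 active = mean inhibition of at least 30% with at least half of replicates also reaching 30%; inconclusive = no clear call, values can overlap the other calls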;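 note: 0% = DMSO neutral control and 100% = excess unlabeled competitor peptide PRC23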
# SR-BI DiI-HDL act – SR-BI HDL lipid transfer activation. CHO ldlA[mSR-BI] cells, DiI-HDL uptake fluorescence, 3 h; 100 = double the neutral-control signal. activation, % at 12.5 µM. 320,000 tested, 0.096% active. AID 504775;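 active = mean replicate activation of at least 60% and every replicate at or above 60%; inconclusive = mean or all-replicate condition met, but not both; inactive = mean below 60% and not all replicates reaching 60%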;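 note: 0% = median plate neutral-control signal and 100% = twice that signal; values of inactives mirror those of a sister screen read the other way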
#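 Material: SR-BI-overexpressing, LDLR-lacking CHO cells | Dosing: Single compound concentration, delivered by pin transfer | Probe or stimulus: Labelled HDL, 10 µg/mL | Signal: Bottom-read cell fluorescence after medium removal, ex 550/em 595 nm | Schedule: 3 h, 37 °C | Evaluation: HDL uptake via cellular fluorescence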
# PfHsp90 set2 – growth inhibition of yeast expressing Plasmodium Hsp90; S. cerevisiae expressing PfHsp90, BacTiter-Glo ATP, 48 h; yeast lacking PDR1 and PDR3 efflux regulators; 310,000 tested, 0.32% active; inhibition, % at 9.4 µM;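 active = every replicate shows inhibition above about 80%, whatever the replicate mean, limit read from the data; inconclusive = mean inhibition reaches the set limit but some replicate falls short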;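 note: 0% = DMSO neutral controls and 100% = 20 µM radicicol positive controls; yeast relying on Plasmodium falciparum Hsp90 in place of its own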
# CAL PDZ FP-2 – human CAL PDZ-peptide interaction inhibition. AID 504414. purified CAL PDZ, TMR-peptide fluorescence polarization, 1 h. inhibition, % at 20 µM. Q9HD26. 330,000 tested, 0.02% active;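 active = highest replicate inhibition of at least 40%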;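 note: plate controls were DMSO neutral control wells for no effect and unlabeled competitor peptide control wells for full effect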
#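 System: purified tagged CAL PDZ domain construct (CerCALP). Schedule: 1 h incubation at room temperature before polarization reading. Medium: 25 mM sodium phosphate pH 7.4, 150 mM NaCl, TCEP, IgG, Thesit. Read-out: percent inhibition from loss of millipolarization. Measured by: FP readout, S and P plane fluorescence. Probe or stimulus: fluorescent TMR peptide probe.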
# PvdQ acylase – blocks Pseudomonas aeruginosa PvdQ acylase activity. AID 488965. purified PvdQ acylase, fluorescence plate reader. 340,000 tested, 0.063% active. inhibition, % at 10 µM; in the data active = inhibition above about 30%, passing the limit was not always enough; inconclusive = no clear call, values can overlap the other calls;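 note: 0% = vehicle neutral wells and 100% = reference inhibitor wells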
# dFosB activator – activators of mouse delta FosB homodimer; P13346; purified delta FosB, TAMRA-CDK5 oligo fluorescence polarization; percent of positive-control signal above neutral wells; activation, % at 25 µM; 340,000 tested, 0.99% active; AID 493131;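 active = mean activation above about 17%, with every replicate also reaching it, limit read from the data, passing the limit was not always enough; inconclusive = only one of the two conditions met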;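 note: fluorescence polarization rise as delta FosB binds a TAMRA Cdk5 AP-1 oligo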
# Target sequence (P13346 whole entry, looked up): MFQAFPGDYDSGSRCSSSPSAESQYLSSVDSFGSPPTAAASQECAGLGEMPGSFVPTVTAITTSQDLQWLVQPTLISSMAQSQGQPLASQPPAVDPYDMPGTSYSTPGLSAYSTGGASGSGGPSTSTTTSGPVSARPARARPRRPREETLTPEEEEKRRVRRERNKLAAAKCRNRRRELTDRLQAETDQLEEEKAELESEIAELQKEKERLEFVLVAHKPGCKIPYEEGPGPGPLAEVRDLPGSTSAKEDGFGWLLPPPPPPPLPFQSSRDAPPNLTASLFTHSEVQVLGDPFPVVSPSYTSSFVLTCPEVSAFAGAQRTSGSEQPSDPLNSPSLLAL
# MITF TRPM1 HTS – increases MITF-driven TRPM1 promoter luciferase signal | SK-MEL-5 TRPM1-promoter luciferase, 24 h; % of positive control, neutral wells = 0 | activation, % at 12.5 µM | 300,000 tested, 0.75% active | AID 588334;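 active = mean activation of at least 80% with every replicate also reaching 80%; inconclusive = mean reaches 80% but some replicate falls short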;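 note: 0% = neutral control wells and 100% = parthenolide positive control wells; values of inactives mirror those of a sister screen read the other way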
# Rtt109 Vps75 – inhibitors of Candida albicans Rtt109/Vps75 histone acetyltransferase; purified Rtt109/Vps75, ThioGlo CoA-SH fluorescence, 4 h; inhibition, % at 34.9 µM; 330,000 tested, 0.16% active; AID 540336;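 active = inhibition of at least 50% in every replicate; inconclusive = best replicate reaches 50% inhibition but some replicates fall short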
# * marks the source's active call; other numbers are inactive results; ? = inconclusive; / = not tested or not shown.
SMILES,SR-BI DiI inh,NSD2 inh,CAL PDZ FP-1,SR-BI DiI-HDL act,PfHsp90 set2,CAL PDZ FP-2,PvdQ acylase,dFosB activator,MITF TRPM1 HTS,Rtt109 Vps75
CCOC(=O)/C(C#N)=C\c1cc(OC)c(OC)cc1[N+](=O)[O-],0,-2,-2,0,-2,-1.6,14,2,-14,-15
Cc1ccc2nc(Cn3cc(C(F)(F)F)ccc3=O)cc(=O)n2c1,/,-1,1,/,/,-0.8,-8,-5,1,-13
CN1C(=O)/C(=C/c2ccccc2OCc2ccc(C(=O)O)cc2)NC1=S,-15,21,-4,15,17,-2.2,9,3,-3,18
Cc1cccc(NC(=O)c2ccc(OCC(=O)NCc3ccccc3)cc2)c1C,29,-1,2,-29,-5,0.1,-4,?,11,6
COC(=O)Nc1ccc(S(=O)(=O)N2CCC(C(=O)NC3CCCCC3)CC2)cc1,10,-2,/,-10,-16,-1.4,-14,-10,-3,-3
O=c1c2cc(Cl)ccc2nc(-c2ccc(Cl)c(Cl)c2)n1O,/,/,-4,/,18,-1.7,-11,-9,-28,-5
COC(=O)c1ccc(NC(=O)c2ccc(OC(C)=O)c(OC)c2)cc1,-11,-1,-1,11,-3,-1.6,-5,-7,49,2
O=C(NCCc1csc(-c2cccnc2)n1)c1ccc(Br)o1,-3,/,/,3,7,-5.2,-5,-13,5,-5
CCN(CC)S(=O)(=O)c1cc(C(=O)OC)ccc1Cl,11,-3,/,-11,7,-0.1,-6,-7,-16,14
CN(CCc1ccccc1)C(=O)c1cccc(NC(=O)Cc2cccc(NC(=O)C3CCCN(C(=O)C4CCC4)C3)c2)c1 (configuration not stated),27,/,-1,-27,11,-0.5,3,-2,-10,2
N#CCCN(C(=O)COc1ccc(Cl)cc1Cl)c1ccccc1,-3,-5,8,3,-12,-3.8,-14,-8,-7,-4
Cc1ccc(C(=O)NN2C(=O)C3C4c5ccccc5C(c5ccccc54)C3C2=O)cc1 (configuration not stated),14,-2,0,-14,-14,-2.4,-1,3,-11,-2
CCc1nc2n[nH]c(N)c2c2c1CCCC2,6,11,1,-6,10,0.2,1,-5,-20,-25
CNS(=O)(=O)c1ccc(NC(=S)Nc2ccc3c(c2)OCO3)cc1,18,0,-4,-18,-8,0.3,-7,-3,25,-5
COc1ccc(CNC(=O)CSc2nnc3nc(C)cc(C)n23)cc1OC,-14,/,-1,14,-12,-0.2,-5,4,0,4
O=C(NCCCn1ccnc1)c1ccc(Br)s1,-19,1,-5,19,-11,-3.6,-4,-6,5,-8
C[C@H](NC(=O)CCCOc1ccc(Cl)cc1Cl)c1nnc2ccccn12,-4,/,-3,4,-4,-2.6,-10,-1,-4,-2
CCOC(=O)N1CCC(NC(=O)CS(=O)(=O)Cc2nc(-c3ccc(C)cc3)oc2C)CC1,-5,/,-2,5,19,0.8,-3,1,-9,4
O=S(=O)(Nc1cccc(Cl)c1)c1ccc2oc(=S)[nH]c2c1,-10,-2,-5,10,-11,-0.2,10,-2,11,6
COc1c(OC)c(O)c2c(=O)cc(-c3c(O)cccc3O)oc2c1OC,41,/,-5,-41,11,0.0,0,-2,40,9
O=S(=O)(Nc1ccc2c(c1)nc1n2CCOC1)c1ccc(Cl)cc1,-9,-3,-1,9,/,-0.6,-10,0,-23,-6
COc1ccc(CSc2nc(C)[nH]c2[N+](=O)[O-])cc1[N+](=O)[O-],-5,1,-7,5,-5,1.2,-24,4,-6,3
C=CCn1c(C)cc(C(=O)Cn2ncc(Cl)c(Cl)c2=O)c1C,-23,7,1,23,8,-0.7,10,6,-68,11
CC(C)NC(=O)C(Sc1ccccc1)c1ccccc1 (configuration not stated),-32,/,-3,32,-3,-0.4,13,-12,-5,-13
COc1ccc(-c2csc3ncnc(N4CCN(S(=O)(=O)c5ccc(C)c(C)c5)CC4)c23)cc1,20,1,-3,-20,12,-2.0,-4,-5,-11,16

# Part of the list above, reduced to MITF TRPM1 HTS and CAL PDZ FP-2.
Structure	MITF TRPM1 HTS	CAL PDZ FP-2
CCc1nc2n[nH]c(N)c2c2c1CCCC2	-20	0.2
CNS(=O)(=O)c1ccc(NC(=S)Nc2ccc3c(c2)OCO3)cc1	25	0.3
O=C(NCCCn1ccnc1)c1ccc(Br)s1	5	-3.6
COc1ccc(CNC(=O)CSc2nnc3nc(C)cc(C)n23)cc1OC	0	-0.2
CCN(CC)S(=O)(=O)c1cc(C(=O)OC)ccc1Cl	-16	-0.1

# The main list resumes, starting 3 compounds before the break.
SMILES,SR-BI DiI inh,NSD2 inh,CAL PDZ FP-1,SR-BI DiI-HDL act,PfHsp90 set2,CAL PDZ FP-2,PvdQ acylase,dFosB activator,MITF TRPM1 HTS,Rtt109 Vps75
C=CCn1c(C)cc(C(=O)Cn2ncc(Cl)c(Cl)c2=O)c1C,-23,7,1,23,8,-0.7,10,6,-68,11
CC(C)NC(=O)C(Sc1ccccc1)c1ccccc1 (configuration not stated),-32,/,-3,32,-3,-0.4,13,-12,-5,-13
COc1ccc(-c2csc3ncnc(N4CCN(S(=O)(=O)c5ccc(C)c(C)c5)CC4)c23)cc1,20,1,-3,-20,12,-2.0,-4,-5,-11,16
COc1ccc2cc(C(C)C(=O)Nc3cccc(S(=O)(=O)N(C)C)c3)ccc2c1 (configuration not stated),30,-5,-7,-30,-19,-2.5,-6,-2,-16,13
CC(C)C(=O)Nc1nnc(CCN2CCOCC2)s1,-6,-1,6,6,33,-1.8,-12,-1,/,-2
CCCC[C@@H]1C=C(C(=O)O)[C@H](c2ccc(CC)cc2)N1S(=O)(=O)c1ccc(C)cc1,-4,/,-5,4,44,-1.4,3,-9,8,-5
C/C(CC(=O)Nc1cccnc1)=N\NC(=O)c1ccc([N+](=O)[O-])c(Cl)c1,-47,0,-5,47,5,-1.2,9,-3,1,-19
COC(=O)c1cn(NC(=O)C2CCC(C(C)(C)C)CC2)c(=O)c2ccccc12 (configuration not stated),-11,-6,-3,11,/,-1.4,14,4,/,1
CCOc1ccc(S(=O)(=O)N(C)CC(=O)NCCN2CCOCC2)cc1,/,-2,/,/,4,-3.8,-2,0,8,1
O=C(CCNC(=O)C1CCN(S(=O)(=O)c2ccccc2)CC1)NCc1ccc(Cl)cc1,11,-1,-5,-11,-9,-2.4,5,0,7,15
O=c1c2c(nc3nc[nH]n13)CCC2,-5,-4,0,5,-7,-1.1,-9,-11,-5,0
CCOC(=O)C1CCN(C(=O)Cn2ncc3c([nH]c4ccccc43)c2=O)CC1,-6,0,-4,6,6,-0.1,-7,-2,-2,4
CC(C)[C@@H](C(=O)N1CCNCC1)n1cc(CCO)nn1,-24,/,-7,24,22,-0.4,-14,9,-4,-16
CC(=C/c1ccccc1)/C=C1/SC(N2CCOCC2)=NC1=O,-13,6,-1,13,-6,-1.6,13,-6,31,18
CN1CCC(=O)N([C@H](CSc2ccc(Br)cc2)Cc2ccccc2)CC1,-24,/,-5,24,-5,1.0,6,-9,8,0
Cc1nc(N2CCC(C)CC2)c2oc3ccccc3c2n1,3,0,-4,-3,-6,-1.1,2,-7,-9,21
CCOC(=O)c1c(C)[nH]c(N=Nc2ccccc2Cl)c1C,/,/,0,/,-17,-0.2,-5,-5,65,-3
COc1cc2c(cc1CN1CCN(C(=O)c3cc(OC)c(OC)c(OC)c3)CC1)OCO2,13,/,-4,-13,-10,/,-7,-17,0,2
O=C(CCC(=O)Nc1ccccc1)NNC(=O)c1ccco1,-19,0,0,19,21,-1.6,-13,-3,3,-2
COc1nnc(-c2ccc(C)c(S(=O)(=O)NCC3CCCO3)c2)c2ccccc12 (configuration not stated),3,28,-1,-3,10,-2.4,3,-6,6,-2
COc1cccc(CNC(=O)CN(C)S(=O)(=O)c2ccc(Br)s2)c1,/,-1,-3,/,-17,-2.7,-14,-1,5,3
CCCc1cc(C(=O)N2CCN(S(=O)(=O)c3ccc(OC)c(OC)c3)CC2)cs1,5,-1,0,-5,-3,/,-7,-8,13,8
O=C(CCc1nnc(CCCCc2ccccc2)o1)N1CCN(CCO)CC1,2,2,-3,-2,2,0.2,8,-10,0,/
COc1ccc(Cl)cc1C(=O)Nc1ccc2nc3n(c(=O)c2c1)CCCC3,57,0,10,-57,-7,-2.1,-9,-20,/,-8
Cc1ccc(-c2cccc(C(=O)NCCc3ccccc3)n2)c2ccccc12,14,/,-3,-14,25,-0.7,15,4,16,4
CC(NC(=O)c1ccco1)C(=O)N(C)Cc1ccc(C(F)(F)F)cc1 (configuration not stated),-5,6,-1,5,-41,-0.4,3,3,2,0
CC(=O)c1ccc(NC(=O)C2CC(=O)N(Cc3ccccc3)C2)cc1 (configuration not stated),-36,-8,1,36,9,0.3,-3,-7,60,3
